# All columns: NCI-60 one-dose screen, growth in % after 48 h at 10 µM unless noted; 100 = growth as untreated, 0 = no growth, -100 = all killed.
# OVCAR-8: OVCAR-8 ovarian cancer. AID 1794782. 4.4% of 81,000 active
# RXF 393: RXF 393 renal cancer cells; 6.9% of 77,000 active
# IGROV1: IGROV1 ovarian cancer | 4.7% of 79,000 active | AID 1794786
# SK-OV-3: SK-OV-3 ovarian cancer cells; 3.2% of 80,000 active; AID 1794785
# A498: A498 renal cancer cells; AID 1794774; 5.4% of 76,000 active
# OVCAR-3: OVCAR-3 ovarian cancer; 7% of 79,000 active
# OVCAR-4: OVCAR-4 ovarian cancer cells; AID 1794784; 3.7% of 80,000 active
# ACHN: ACHN renal cancer. AID 1794771. 4.9% of 81,000 active
# OVCAR-5: OVCAR-5 ovarian cancer; AID 1794783; 2.9% of 82,000 active
# Numbers without * were called inactive; . = not tested or not shown; & = joins results of further samples. How the source made its calls: active means growth percent below 10; inactive means the rest. Rows are unselected; any-hit rate near 11%.
# Each structure is followed by: OVCAR-8, RXF 393, IGROV1, SK-OV-3, A498, OVCAR-3, OVCAR-4, ACHN, OVCAR-5
COc1cc(/C=C/c2cc(/C=C/c3ccc(O)c(OC)c3)n(C(=O)Cc3ccccc3)n2)ccc1O
 : -17*, -43*, 11, ., -9.1*, 1.6*, 7.3*, 5.4*, -19*
Nc1ccc(S(=O)(=O)Nc2cc(I)cc(I)c2)cc1
 : 107, 97, 104, 117, 78, ., 99, 120, 87
O=C(CN1CCN(c2cc(=O)n(-c3ccccc3)c3ccccc23)CC1)Nc1nc(-c2ccc(Cl)cc2)cs1
 : 59, 67, 66, 71, 41, 67, 20, 55, 93
Cn1c(=O)c2nc(CC(=Nc3ccc(Cl)cc3)c3ccccc3)c(=O)[nH]c2n(C)c1=O
 : 100, 90, 79, 98, 86, 100, 90, 62, 83
Nc1ccc(C(=NNc2ccc([N+](=O)[O-])cn2)c2ccc(N)cc2)cc1
 : 105, 112, 89, 100, 87, 114, 107, 87, 102
COC(=O)c1ccc2c(c1)nc(-c1ccc(Cl)cc1)n2-c1cc(C(C)(C)C)[nH]n1
 : 83, 46, 54, 104, 22, 42, 81, 75, 121
O=C1Nc2ccccc2/C1=C/c1cn(Cc2c3ccccc3cc3ccccc23)c2ccccc12
 : 85, 107, 80, 104, 110, 101, 104, 86, 86
O=CNNC(=O)c1cnccn1
 : 97, 109, 104, 98, 77, 104, 104, 103, 103
COc1ccc(Br)c(C=O)c1
 : 69, 80, 92, 103, 93, 74, 89, 89, 93
O=C(Cn1c(-c2ccc([N+](=O)[O-])cc2)nc2ccccc21)NNC(=O)c1cccnc1
 : 85, 99, 63, 102, 65, 97, 97, 84, 101
CN(C(=O)c1cccc(C(F)(F)F)c1)c1sc2c(c1C#N)CCC(=O)C2
 : 91, ., 99, 121, 132, 100, 78, 91, 113
C=CCNC(=S)Nc1cccc(Cl)c1
 : 108, 107, 115, 111, 84, 110, 109, 100, 110
COc1ccc(-c2nc3ccc4[nH]ncc4c3c3c2CCCC3)cc1B(O)O
 : 56, 6.4*, 36, 14, 8.3*, 95, 75, 21, 91
O=C(Nc1ccccc1Cl)Oc1c(Cl)c(Cl)c(Cl)c(Cl)c1Cl
 : 94&105, 106&112, 79&90, 81&83, 109&85, 103&97, 108&90, 98&100, 115&96
Cc1[nH]c2ccccc2c(=O)c1-c1ccccc1
 : 108, 112, 107, 110, 90, 104, 101, 96, 94
COc1cc(-c2nc(SCCC(C)C)nc(Nc3ccc(C)cc3)c2C#N)cc(OC)c1OC
 : 101, 112, 103, 108, 106, 116, 104, 102, 99
O=C(/C=C/c1ccc(-c2ccccc2)cc1)c1nc2ccccc2n1Cc1ccccc1
 : 100, 95, 102, 95, 116, 100, 85, 105, 103
Oc1[nH]c2ccc(Cl)cc2c1/C=c1/ccc2c(c1)N=C(c1ccc(C(F)(F)F)cc1)N=2
 : 68, 5.2*, 77, 84, 95, 32, 59, 57, 76
CC(=O)O[C@H]1C[C@@]2(C)[C@@H](C[C@@H](O)[C@H]3[C@@]4(C)CCC(=O)[C@@H](C)[C@@H]4CC[C@@]32C)/C1=C(\CCC(Br)C(C)(C)[n+]1ccccc1)C(=O)O (some centres undefined)
 : 104, 116, 106, 107, 113, 115, 107, 101, 109
CSc1nc2nc[nH]c2c(=O)[nH]1
 : 106, 108, ., 106, 95, 103, 108, 107, 103

# Whole records, quoted from the list. Order of values: OVCAR-8	RXF 393	IGROV1	SK-OV-3	A498	OVCAR-3	OVCAR-4	ACHN	OVCAR-5
# Results for O=CNNC(=O)c1cnccn1 = 97	109	104	98	77	104	104	103	103
# Results for COC(=O)c1ccc2c(c1)nc(-c1ccc(Cl)cc1)n2-c1cc(C(C)(C)C)[nH]n1 = 83	46	54	104	22	42	81	75	121

# Results in IGROV1, OVCAR-8 and OVCAR-3, for four of the compounds above:
compound	IGROV1	OVCAR-8	OVCAR-3
CN(C(=O)c1cccc(C(F)(F)F)c1)c1sc2c(c1C#N)CCC(=O)C2	99	91	100
C=CCNC(=S)Nc1cccc(Cl)c1	115	108	110
COc1ccc(-c2nc3ccc4[nH]ncc4c3c3c2CCCC3)cc1B(O)O	36	56	95
O=C(Nc1ccccc1Cl)Oc1c(Cl)c(Cl)c(Cl)c(Cl)c1Cl	79&90	94&105	103&97

# Following part.
# Each structure is followed by: OVCAR-8, RXF 393, IGROV1, SK-OV-3, A498, OVCAR-3, OVCAR-4, ACHN, OVCAR-5
CCCc1c(C)c2sc(=O)[nH]c2[nH]c1=O
 : 104, 107, 112, 104, 112, 113, 100, 106, 103
O=[N+]([O-])c1cc2cccnc2c2ncccc12
 : 111, ., ., 120, 157, 110, 89, 70, 108
CCOC(=O)C1CC1C#N (centres undefined)
 : 98, 101, 102, 99, 110, 104, 102, 106, 108
COc1ccc(-c2nc3sccn3c2/C=C/C(=O)c2ccc3c(c2)OCO3)cc1
 : 81, 117, 85, 170, 113, 85, 46, 73, 108
CC1(C)C=C2[C@H]3CC[C@@H]4[C@@]5(C)C/C(=C/c6ccccn6)C(=O)C(C)(C)[C@@H]5CC[C@@]4(C)[C@]3(C)CC[C@@]2(CO)CC1
 : 63, 82, 91, 100, 99, 67, 64, 71, 107
COc1cc2oc(C(=O)N[C@@H](Cc3ccccc3)C(O)C(N)=O)c(C)c(=O)c2cc1OC (some centres undefined)
 : 106, 109, 112, 113, 93, 117, 109, 105, 104
CC(=O)NS(=O)(=O)c1ccc2sc(C)nc2c1
 : 98, 77, 103, 109, 105, 125, 101, 101, 94
COC(=O)[C@@H]1[C@@H]2CC(Br)[C@@H](C2)[C@@H]1C(=O)OC (some centres undefined)
 : 101, 116, 130, 102, 129, 118, 100, 102, 108
O=C(O)C(C=C(Cl)Cl)N1CCOCC1 (centres undefined)
 : 102, 118, 110, 101, ., 119, 107, 109, 106
O=C(c1ccccc1)c1ccc(O)c2ncccc12
 : 8.1*, 42, 17, 50, 53, -37*, 15, 19, 68
C=COCCC(C(=O)OCC)C(=O)OCC
 : ., ., 82, 77, 112, 107, 100, 98, 104
C/C(=N\NC(=O)Nc1cccc(C)c1)c1nnn(-c2ccc(Cl)cc2)c1C
 : 101, 107, 111, 100, 96, ., 104, 110, 125
N#Cc1c(N)n2c(nc1=Nc1ccc(Cl)cc1)sc1cc(Cl)c(Cl)cc12
 : 99, 96, ., 82, 133, 117, 89, 85, 102
COc1ccc(C2c3cc(OC)c(OC)cc3CC3C(=O)OCC32)cc1OC (centres undefined)
 : 98, 134, 107, 115, 119, 116, 97, 106, 119
COc1ccc(/C=C(\C#N)c2cc3ccccc3[nH]2)cc1
 : 32, 48, 46, 48, 32, 14, 62, 57, 43
CCOC(=O)C1=NC(Cc2c[nH]c3ccccc23)C(=O)N(c2ccccc2)N1 (centres undefined)
 : 101, ., 100, 110, 88, 117, 106, 103, 100
CC(C)(C)c1ccc(N2CSC(=S)N(c3ccc(C(C)(C)C)cc3)C2)cc1
 : 107, 144, 55, 94, 107, 109, 98, 89, 101
C#Cc1cc(C(=O)Nc2cc(-n3cnc(C)c3)cc(C(F)(F)F)c2)ccc1C
 : 95, 88, 105, 100, 117, 109, 96, 99, 108
CCOC(=O)N1C/C(=C/c2ccc(F)cc2)C(=O)/C(=C/c2ccc(F)cc2)C1
 : 9.8*, -83*, -34*, 13, ., -29*, 9.8*, -28*, 24
c1ccc(Cc2nnc3n2N=C(c2ccccc2)CS3)cc1
 : 101, 95, 99, 103, 79, ., 99, 98, 100
Cn1c(COC(=O)NCCc2ccccn2)nc2c(N3CCOCC3)nc(Cl)nc21
 : 5.0*, ., -92*, 90, 52, -88*, -59*, -100*, -65*
Cc1cccc(NC(=O)CSc2nc3ccccc3[nH]2)c1
 : 103, 99, 98, 96, 53, 107, 93, 97, 106
C#CCN1CCC2(CC1)N(Cc1cn([C@@H]3O[C@H](COC(C)=O)[C@@H](OC(C)=O)[C@H](OC(C)=O)[C@@H]3OC(C)=O)nn1)C(=O)c1ccccc1N2CC#C
 : 76, 120, 109, 79, 97, 108, 114, 109, 113
COc1cc2c(cc1OCCCOc1cc3c(cc1OC)C(=O)N1CCC[C@H]1C=N3)C=CC(C)(C)O2
 : 89, 95, 92, 112, 99, 109, 110, 96, 115
COc1cc(-c2cncn2-c2ccc(-c3nc4ccc(F)cc4s3)cc2)ccc1F
 : 78, 53, 53, 106, 74, 97, 86, 3.2*, 76
CCCCCCCCCCCCCCNCc1ccccc1
 : 87, 82, 98, 98, 93, 91, 80, 91, 105
CC(C)(C)[Si](O[C@@H]1C(=O)C=CN[C@@H]1/C=C/c1ccccc1)(c1ccccc1)c1ccccc1
 : 80, 72, 79, 86, 76, 80, 60, 83, 85
CCOC(=O)c1[nH]c(Cc2[nH]c(C(=O)OCC)c(C)c2C(=O)OCC)c(C(=O)OCC)c1C
 : 98, ., 101, 103, 99, 110, 111, 105, 107
Cn1c(NCCc2ccc(O)c(O)c2)nc2c1c(=O)n(Cc1ccc(Cl)cc1)c(=O)n2C
 : 88, 73, 62, 82, 86, 63, 60, 40, 95
CCOC(=O)C1=CCC(n2cc(C)c(=O)[nH]c2=O)O1 (centres undefined)
 : 98, -5.8*, 86, 109, 121, 108, 105, 103, 113

# In the list so far, 2 contain two or more sulfur atoms:
# Each structure is followed by: OVCAR-8, RXF 393, IGROV1, SK-OV-3, A498, OVCAR-3, OVCAR-4, ACHN, OVCAR-5
CC(=O)NS(=O)(=O)c1ccc2sc(C)nc2c1
 : 98, 77, 103, 109, 105, 125, 101, 101, 94
CC(C)(C)c1ccc(N2CSC(=S)N(c3ccc(C(C)(C)C)cc3)C2)cc1
 : 107, 144, 55, 94, 107, 109, 98, 89, 101

# (further entries)
# Each structure is followed by: OVCAR-8, RXF 393, IGROV1, SK-OV-3, A498, OVCAR-3, OVCAR-4, ACHN, OVCAR-5
CC(C)=CCC/C(C)=C/CC/C(C)=C/CC/C(C)=C/CSC[C@H](NC(=O)CCCCCN1CCN(C)CC1)C(=O)NC1CCCCC1
 : 90, 75, 81, 97, 93, 91, ., 83, 85
COc1cc2nc(Cl)nc(Nc3cccc(C4=Nc5c(N)nc(N)nc5NC(c5cc(OC)c(OC)c(OC)c5)C4)c3)c2cc1OC (centres undefined)
 : 101, 104, 99, 111, 108, 96, 97, 101, 100
Nc1cccc(CCCCOc2ccccc2)c1
 : 96, 100, 106, 99, 74, 101, 86, 99, 107
O=C(O)/C=C/C(=O)NC1CCCCC1
 : 108, 105, 110, 106, 96, 115, 98, 105, 104
Cn1nnnc1SCC1=C(C(=O)O)N2C(=O)C(NC(=O)C(OC=O)c3ccccc3)C2SC1 (centres undefined)
 : 102, ., 111, 103, 101, 122, 104, 102, 102
CCOC(=O)c1cc(C(=O)c2cc(OC)c(OC)c(OC)c2)n2c1ccc1ccccc12
 : 33, -9.5*, 31, 35, -11*, -17*, 41, 34, 47
NC(=O)SCC(=O)Nc1ccc(NC(=O)CSC(N)=O)cc1
 : 108, 108, 106, 97, 94, 113, 117, 105, 102
C=CCC(O)CC=C
 : 107, 108, 110, 101, 76, 112, 101, 104, 102
Cn1cc(-c2nnc(N)nc2-c2c[nH]c3ccc(Br)cc23)c2ccccc21
 : 91, 80, 75, 103, 92, 101, 96, 93, 102
c1ccc(-c2nc(N3CCCNCC3)c3nc(-c4ccccc4)oc3n2)cc1
 : 60, 27, -56*, ., 70, -70*, 76, -53*, 88

# Random excerpt: 6 compounds from above.
# Each structure is followed by: OVCAR-8, RXF 393, IGROV1, SK-OV-3, A498, OVCAR-3, OVCAR-4, ACHN, OVCAR-5
COc1cc2oc(C(=O)N[C@@H](Cc3ccccc3)C(O)C(N)=O)c(C)c(=O)c2cc1OC (some centres undefined)
 : 106, 109, 112, 113, 93, 117, 109, 105, 104
CC(=O)NS(=O)(=O)c1ccc2sc(C)nc2c1
 : 98, 77, 103, 109, 105, 125, 101, 101, 94
O=C(c1ccccc1)c1ccc(O)c2ncccc12
 : 8.1*, 42, 17, 50, 53, -37*, 15, 19, 68
O=C(CN1CCN(c2cc(=O)n(-c3ccccc3)c3ccccc23)CC1)Nc1nc(-c2ccc(Cl)cc2)cs1
 : 59, 67, 66, 71, 41, 67, 20, 55, 93
CSc1nc2nc[nH]c2c(=O)[nH]1
 : 106, 108, ., 106, 95, 103, 108, 107, 103
Nc1cccc(CCCCOc2ccccc2)c1
 : 96, 100, 106, 99, 74, 101, 86, 99, 107

# (continued)
# Each structure is followed by: OVCAR-8, RXF 393, IGROV1, SK-OV-3, A498, OVCAR-3, OVCAR-4, ACHN, OVCAR-5
C#CCNCCN1C(=O)c2ccc3c4c(ccc(c24)C1=O)C(=O)N(CCNCC#C)C3=O
 : 32, 52, 37, 70, 94, 5.3*, -35*, 23, 68
Cc1c(O)c(=O)ccn1Cc1ccccc1
 : 66, 81, 103, 90, 77, 84, 83, 38, 93
O=C(Cc1ccccc1Nc1c(Cl)cccc1Cl)NN1C(=O)/C(=C/N2N=C(c3ccc(Cl)cc3)CC2c2ccc(Cl)cc2)SC1=S (centres undefined)
 : 102, 84, 93, 89, 106, 108, 95, 100, 98
O=C1NC(=O)C(c2ccc(Cl)cc2)(c2ccc(Cl)cc2)N1
 : 96, 110, 103, 106, 112, 109, 113, 101, 103
O=C(Nc1ccc(C2=NCCN2)cc1)c1cccc(NC(=S)Nc2ccc(C3=NCCN3)cc2)c1
 : 102, 98, 103, 101, 67, 114, 85, 100, 122
O=C(N/N=C\c1ccccc1C(=O)O)C(=O)N/N=C\c1ccccc1C(=O)O
 : 101&101, 134&110, 93&103, 99&114, 106, 109&109, 108, 101&95, 102&101
N/C(=N\C(N)=N\c1nc2ccccc2s1)c1ccncc1Cl
 : 49, 8.9*, 34, 42, 65, 20, 104, 38, 61
CCc1oc2ccccc2c1C(=O)c1ccc(O)cc1
 : 97, 87, 96, 105, 98, 109, 95, 96, 111
N=Nc1nc(-n2c(O)ccc2O)n[nH]1
 : 108, 120, 105, 107, 118, 109, 107, 103, 103
